# mcGAS inh – mouse cGAS inhibition by luminescence; Q8C6L5; inhibition, % at 12.5 µM; recombinant cGAS, Kinase-Glo ATP depletion luminescence; actives 0.15% (n = 160,000);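 also: 0% = negative control wells and 100% = reference inhibitor with no enzyme activity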
# hcGAS inh – blocks human cGAS activity; Q8N884; recombinant h-cGAS, ATP depletion, Kinase-Glo luminescence; inhibition, % at 12.5 µM; actives 0.081% (n = 290,000); AID 1259398;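 also: 0% = vehicle reaction and 100% = reaction without DNA for no activity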
# Target sequence (Q8N884 whole entry, looked up): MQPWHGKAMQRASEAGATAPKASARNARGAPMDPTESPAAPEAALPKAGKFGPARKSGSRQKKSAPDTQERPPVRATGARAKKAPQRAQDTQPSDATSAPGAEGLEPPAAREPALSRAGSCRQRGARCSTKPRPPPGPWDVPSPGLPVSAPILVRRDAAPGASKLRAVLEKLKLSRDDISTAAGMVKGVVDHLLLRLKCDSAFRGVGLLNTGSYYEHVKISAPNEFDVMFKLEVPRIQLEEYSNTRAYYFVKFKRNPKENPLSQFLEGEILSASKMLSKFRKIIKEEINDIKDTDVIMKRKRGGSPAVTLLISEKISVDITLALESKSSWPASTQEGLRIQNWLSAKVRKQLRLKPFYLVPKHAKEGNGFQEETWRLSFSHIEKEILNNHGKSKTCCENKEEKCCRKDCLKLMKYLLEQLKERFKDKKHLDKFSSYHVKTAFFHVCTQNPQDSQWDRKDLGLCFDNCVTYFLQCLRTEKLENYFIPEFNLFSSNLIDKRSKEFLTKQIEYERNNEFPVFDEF
# NPYLR7 ag – mosquito NPYLR7 agonism. HEK293T NPYLR7/Galpha15, GCaMP6s calcium fluorescence. activation, % at 10 µM. actives 0.15% (n = 270,000). AID 1259423; in the data active = activation above about 40%;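 also: 0% = vehicle and 100% = reference agonist at the receptor; some compounds past the cut are filed as inactive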
# Numbers without * were called inactive; x = no result given; & = joins results of further samples. Rule as the data show it, unless noted: active = inhibition above about 40%; inactive = the rest. Compounds as they come; about 0.29% have a hit in one of these screens.
SMILES,mcGAS inh,hcGAS inh,NPYLR7 ag
CCCOC1CCCN(C(=O)Cc2nn[nH]n2)C1 (stereo not given),-19,-3,2
COc1ccc(N2CCN(C(=O)C3CC=CCC3C(=O)Nc3cccc(C(F)(F)F)c3)CC2)cc1 (stereo not given),x,-3,-6
COCc1nc(-c2ccccc2)nc(N2CCN(C(=O)c3ccc(F)cc3)CC2)c1Cc1ccccc1F,-3,-4,13
COc1ccc(C(=O)NC2CCC(NC(=O)[C@H]3CCCN3S(=O)(=O)c3ccc(C)cc3)CC2)cc1 (stereo not given in full),-5,-4,-1
Cc1cccc(-c2[nH]ncc2CNCC2CCCN2c2cccnn2)c1 (stereo not given),x,-14,4
Cc1ccc(SCCCCN2C(=O)NC(C)(C)C2=O)cc1,x,-10,-5
COC(=O)N1CC2=CC(C)(C)COc3ccc(OC)c(c32)C1C(=O)O (stereo not given),-7,6,3
COc1cc(Cl)c(C)cc1-n1ccnc(NCC(C)c2ccccc2)c1=O (stereo not given),-12,-6,6
CCC(=O)Nc1ccc(NC(=O)C(C)N2CCCC2=O)cc1Cl (stereo not given),-16,-2,3
Cc1cc(OCC2c3ccsc3CCN2C(=O)CN(Cc2ccco2)C(=O)C2CCCC2)ccc1Cl (stereo not given),-5,-5,15
O=C(c1cn[nH]n1)N1CCN(C(=O)C2CCCCC2)CC1,-8,-3,2
COc1cc2nc(C=Cc3cc(OC)c(OC)c(OC)c3)sc2cc1SC,-4,-7,8
CCc1nccn1CCC(=O)N1CCCC2(CCN(C)CC2)CC1,x,-3,3
O=C(CN1CCN(CCO)[C@@H]2CS(=O)(=O)C[C@@H]21)NCC1CCCCC1,-4,0,x
COC(=O)[C@@H]1[C@H](C(=O)N2CCC(c3ccc(F)cc3)CC2)[C@@H]2C=C[C@H]1C2,-6,-3,-1
Cc1nc2cc(=O)[nH]n2c(C)c1CC(=O)N1CCCC1C(C)C (stereo not given),x,-4,4
C=CCn1c(=O)c2c(nc3n2CC(C)=NN3CC(=O)OC)n(C)c1=O,x,1,-4
CN1CCc2cc(C(C#N)N3CCOCC3)ccc21 (stereo not given),x,-6,9
CCn1nccc1C(=O)N(Cc1ccccn1)c1nc2ccc(Cl)cc2s1,-9,-6,1
Cc1noc(-c2ccc(OC(F)(F)F)cc2)c1C(=O)NCc1ccc(C(F)(F)F)cc1,-7,-10,5
O=C1CCNc2ncc(Br)cc2CN1Cc1nccs1,-3,-8,3
CCC(NC(=O)c1ccc(F)cc1)C1c2cc(OC)c(OC)cc2CCN1Cc1ccccc1C (stereo not given),-3,-2,3
CCS(=O)(=O)N1CCC(C(=O)NCCC2=CCCCC2)CC1,1,7,x
CCOCCCNC(=O)c1cc(NC(=O)COc2ccc(Cl)cc2)ccc1N1CCC(Cc2ccccc2)CC1,-5,-17,-5
Cc1ccccc1-c1nc(NCC2CC2)nc2ccsc12,x,2,3
COc1cc(CN2CCCn3cccc3C2c2ccccc2OC)cc(OC)c1 (stereo not given),-5,-9,-3
COc1ccc(S(=O)(=O)N(Cc2ccc(OC)c(OS(=O)(=O)c3ccc(F)cc3)c2)Cc2ccco2)cc1,-4,-4,-1
COc1ccc(-c2nc3ccccc3c(=O)o2)cc1OC,-3,-8,0
CN(Cc1ccccc1)Cn1nc2n(c1=O)CCCCC2,x,0,0
COC(=O)C1C2C=CC3(CN(C(C)C)C(=O)C13)O2 (stereo not given),x,-6,2
Cc1cccc(Oc2cnn(-c3ccccc3Cl)c(=O)c2Nc2ccc(C(=O)N3CCOCC3)cc2)c1,0,-2,3
O=C(NCCc1ccc(F)cc1)C1Cc2ccccc2O1 (stereo not given),x,-10,-8
CCOCCCN(CC(=O)N1CCc2sccc2C1c1ccccc1C)S(=O)(=O)c1cccc(C(F)(F)F)c1 (stereo not given),-4,-7,12
CC(Sc1nnc(N2CCOCC2)n1C)c1ccc(OC(F)F)cc1 (stereo not given),x,-4&2,4&-8
Cc1ccc(Nc2nc(NCc3ccco3)nc3nccnc23)cc1Cl,x,-1,0
O=C(NCc1cccc(C(F)(F)F)c1)c1cc(-c2ccc(F)cc2)nc2cc(-c3ccccc3)nn12,-4,-2,21
CN1C(=O)C(=C2C=C(c3ccccc3)N(CCOCCO)C3=C2CCCC3)C(=O)N(C)C1=O,-2,0,-1
COc1ccccc1N=Nc1c(C)[nH]n(-c2ccccc2)c1=O,-5,-7,20
O=c1oc2ccc(Cl)cc2cc1-c1nnc(-c2cccc(Cl)c2)o1,-5,-3,-4
C/C=C/CC(=O)Nc1cc(C)ccc1NC(=O)CCCC,-17,-2,11

# Shown tab-delimited: 14 of the compounds above
SMILES	mcGAS inh	hcGAS inh	NPYLR7 ag
COc1cc(CN2CCCn3cccc3C2c2ccccc2OC)cc(OC)c1 (stereo not given)	-5	-9	-3
COc1ccc(S(=O)(=O)N(Cc2ccc(OC)c(OS(=O)(=O)c3ccc(F)cc3)c2)Cc2ccco2)cc1	-4	-4	-1
COc1ccc(-c2nc3ccccc3c(=O)o2)cc1OC	-3	-8	0
CN(Cc1ccccc1)Cn1nc2n(c1=O)CCCCC2	x	0	0
COC(=O)C1C2C=CC3(CN(C(C)C)C(=O)C13)O2 (stereo not given)	x	-6	2
Cc1cccc(Oc2cnn(-c3ccccc3Cl)c(=O)c2Nc2ccc(C(=O)N3CCOCC3)cc2)c1	0	-2	3
O=C(NCCc1ccc(F)cc1)C1Cc2ccccc2O1 (stereo not given)	x	-10	-8
CCOCCCN(CC(=O)N1CCc2sccc2C1c1ccccc1C)S(=O)(=O)c1cccc(C(F)(F)F)c1 (stereo not given)	-4	-7	12
CC(Sc1nnc(N2CCOCC2)n1C)c1ccc(OC(F)F)cc1 (stereo not given)	x	-4&2	4&-8
Cc1ccc(Nc2nc(NCc3ccco3)nc3nccnc23)cc1Cl	x	-1	0
O=C(NCc1cccc(C(F)(F)F)c1)c1cc(-c2ccc(F)cc2)nc2cc(-c3ccccc3)nn12	-4	-2	21
CN1C(=O)C(=C2C=C(c3ccccc3)N(CCOCCO)C3=C2CCCC3)C(=O)N(C)C1=O	-2	0	-1
COc1ccccc1N=Nc1c(C)[nH]n(-c2ccccc2)c1=O	-5	-7	20
O=c1oc2ccc(Cl)cc2cc1-c1nnc(-c2cccc(Cl)c2)o1	-5	-3	-4

# Next part:
SMILES,mcGAS inh,hcGAS inh,NPYLR7 ag
O=C(Nc1cccc2ccccc12)c1ccc2ccccc2n1,-1,1,-10
Cc1cc(-c2csc(CC#N)n2)c(C)n1C1CC1,x,3,-1
COc1ccc(C(=O)Nc2ccc3c(c2)CN(CCc2ccc(F)cc2)C(=O)C(C)O3)cc1 (stereo not given),-4,-3,x
CCOc1ccccc1NC(=O)N(CC(=O)N(CCc1c[nH]c2ccccc12)Cc1ccc(F)cc1)CC(C)C,-7,-5,20
Clc1ccccc1C=NNC1=Nc2cccc3cccc1c23,x,-5,-4
CC(C)N(CC(=O)Nc1cc(-c2ccccc2)nn1-c1ccc(Cl)c(Cl)c1)C(=O)NCc1ccccc1,-3,-7,18
CCCCCCn1c(SCc2ccc(F)cc2)nc2c1c(=O)[nH]c(=O)n2C,x,-4,18
CCOC(=O)c1c(N)sc(C(=O)Nc2cccc(Cl)c2)c1C,-2,-6,-7
Cc1nnc(SCCNC(=O)c2[nH]c3ccc(F)cc3c2C)s1,x,0,15
O=C(N1CCN(c2nccc(-c3ccco3)n2)CC1)C(F)(F)C(F)(F)C(F)(F)F,-7,-3,0
CCOC(=O)C1(NC(=O)c2cn3ccsc3n2)CCC1,-12,-6,22
O=c1c2ccccc2ncn1Cc1cccc(S(=O)(=O)N2CCOCC2)c1,x,-5,1
COCCOC(=O)C1C(=N)OC2=C(C(=O)CCC2)C1c1cccnc1 (stereo not given),0,0,-1
Cc1nc(C)c(C(=O)NCC2(c3ccccc3)CCC2)s1,-2,0,4
CC(C)c1ccc(S(=O)(=O)NCc2cccnc2)cc1,x,-10,4
CN(CCOc1ccccc1F)C(=O)C1CCN(C(=O)c2ccc(F)cc2)CC1,x,-6,0
CC(C)(C)C1CCC(C(=O)OCC(=O)c2ccc(Cl)s2)CC1 (stereo not given),-1,-2,5
COC(=O)c1cc(Cl)cc(Cl)c1NC(=O)CCl,-2,-5,0
Cc1[nH]c(-c2ccccc2)nc1C(=O)N1CCNCC(CC(=O)O)C1 (stereo not given),x,-5,-2
COc1cccc(-c2cc(C(=O)NCCc3ccc(OC)c(OC)c3)n3nc(C(C)(C)C)cc3n2)c1,-9,-8,12
CC(C)Cn1cnc2c(N)nc3ccccc3c21,-3,3,3
CCCC(=O)N1CCC(C(=O)NCC#N)CC1,1,10,x
CCOC(=O)CCNC(=O)N1CCN(Cc2nnnn2-c2ccc(Cl)cc2)CC1,-7,-4,0
Cc1cc(C)c2sc(N(Cc3cccnc3)C(=O)c3ccco3)nc2c1,-7,-4,-5
O=C(c1ccco1)N1CCCN(c2nc(Cc3ccccc3)nc3c2cnn3-c2ccccc2)CC1,-6,-3,x
O=C1CCCN1CCCNc1nc(NCc2cccs2)nc2ccsc12,x,-16,13
CN1CC2(CCN(CCSc3ccccc3)C2)OC1=O (stereo not given),x,-8,0
COc1cc(CN(C)C(=O)c2c(C)noc2-c2cccnc2)cc(OC)c1OC,-8,-6,0
COCCOC(=O)N1C[C@H]2[C@H](O)[C@@H]3C[C@H](c4ccc(F)cc4)[C@@H](O3)[C@H]2C1,-1,-7,8
CCCNC(=O)C(NC(=O)CC(C)C)C1CCNCC1 (stereo not given),x,-6,0
CN(C(=O)c1ccc(N2CCCC2=O)cc1)c1ccc2ccccc2n1,-15,-9,4
CCN1CC(CN(C)Cc2cc3ccc(SC)cc3[nH]c2=O)CC1=O (stereo not given),-5,-1,2
O=C(c1ccccc1C(F)(F)F)N1CCc2ccccc2C1c1ccc(Cl)cc1 (stereo not given),-9,-8,-3
COCCOc1nc(-c2ccc(C(F)(F)F)cc2)n(-c2ccc(N)cc2)n1,-6,-9,-3
CC1Oc2ccccc2N(CCC(=O)NC2CC2c2ccccc2)C1=O (stereo not given),x,-5,6
COCCn1cc(C(=O)N2CCN(c3cccc(Cl)c3)CC2)c2nn(-c3ccccc3)c(=O)c-2c1,-9,-6,5
CCCN(C(=O)C1CC1)C(CC)c1nc2ccccc2c(=O)n1-c1ccc(F)c(Cl)c1 (stereo not given),-5,-2,-1
COC(=O)[C@@H]1C[C@@H](NC(=O)C2CCN(c3ncccn3)CC2)CN1C,-16,-4,8
CC(C)CCN(CC(=O)N1CCc2sccc2C1c1ccc(Cl)cc1Cl)C(=O)c1ccco1 (stereo not given),-5,-6,5
Cn1cc(CN2CCCC(OCc3cccnc3)C2)c(-c2cccc(Cl)c2)n1 (stereo not given),-4,-6&-4,15&5
CC(C)(C)c1ccc(C2SCCN2C(=O)c2ccc(Cl)cc2Cl)cc1 (stereo not given),-4,-3,-5
Cc1ccc2nc(NCCCN3CCOCC3)c(C=NCCCN3CCOCC3)c(=O)n2c1,-3,-3,7
CCC[N+](C)(CC#CC1CC1)C1CCCCC1 (stereo not given),x,-8,0
O=C(Nc1ccccc1Oc1ccccc1)N[C@H]1C[C@H]2C(=O)NCC(=O)N2C1,-16,-4,7
COC(=O)c1ccc(NC(=O)CCCn2nc(-c3cccc(OC)c3)ccc2=O)cc1,-7,-2,1
Cc1nc2ccc(C(=O)Nc3cc(=O)n(-c4ccccc4)[nH]3)cn2c1N(C)C(=O)CCc1ccccc1,-5,-6,22
CC(CN(C)C(=O)c1cnc(-c2ccccc2)nc1)N1CCOCC1 (stereo not given),x,-4,1
CCOC(=O)c1c(C)nn(-c2ccc(C(=O)NCCCN3CCOCC3)cc2)c1C,-1,-2,5
Cc1cn2c3c(=O)n(CCc4ccccc4)c(=O)n(C)c3nc2n1C(C)c1ccccc1 (stereo not given),-8,-7,10
CC1CCCCN1C(=O)CCCc1c[nH]c2ccccc12 (stereo not given),x,-8,-1

# Continued:
SMILES,mcGAS inh,hcGAS inh,NPYLR7 ag
COc1cc(C(NC(=O)CCl)NC(=O)CCl)ccc1OCc1ccccc1,-4,-6,10
Cc1cc(C)n(Cc2cc(C(=O)NCc3ccc4c(c3)OCO4)n[nH]2)n1,x,-7,19
O=S(=O)(NCc1ccccc1)Nc1cc(Cl)ccc1-n1cncn1,x,-3,2
Fc1cccc(C2CC(c3cccc(Br)c3)=Nc3nnnn32)c1 (stereo not given),x,-7,1
C=CCN(C(=O)CCl)c1nc(-c2ccc(Cl)c(Cl)c2)cs1,72*,-3,15
CCCCc1nc(Cl)c(CN2CCCC(c3n[nH]c(=O)n3CC)C2)[nH]1 (stereo not given),-11,-11,x
Cc1ccc(C2c3ccccc3CCN2C(=O)/C=C/c2ccccc2)cc1 (stereo not given),-3,-9,23
C#CCNC(=O)c1cccc(S(=O)(=O)N(CC)c2ccccc2)c1,x,-4,0
COc1cc(OC)cc(N2C(=O)/C(=C\c3ccc(CO)o3)N(C)C2=S)c1,-1,5,-5
CC(C)CNC(=O)[C@@]1(OCc2ccccc2)CC(OCc2cccc(C(F)(F)F)c2)[C@H](O)[C@H](O)C1 (stereo not given in full),-3,-1,15
Cc1cc(C)nc(N=C(NC(=O)c2ccccc2)Nc2ccccc2)n1,x,-3,-7
CCc1cc(C(=O)OC(C)C(=O)N2CC(=O)Nc3ccccc32)sc1C (stereo not given),x,4,3
Cc1ccc(C(=O)N2CCC2(C)C(=O)NC(C)C)cc1 (stereo not given),x,-10,-2
CC(=O)Nc1cccc(-n2ccnc2-c2ccnc(C(C)C)n2)c1,x,-6,0
CCN(CC)CCCNc1c(Cc2ccccc2)c(C)nc2ncnn12,-6,-1,26
O=[N+]([O-])c1cc2c(cc1C=NNC(=S)NC1CCCCC1)OCO2,-4,-4,-1
COC(=O)c1c(O)ccc(Oc2ccccc2)c1C(=O)OC,x,-7,-10
Cc1sc2ncnc(OCC(=O)NCC3CCCO3)c2c1C (stereo not given),-3,-2,2
O=C(NCc1cccnc1-n1cnc2ccccc21)C(=O)Nc1ccccc1,x,-5,9
